From PubChem
L major viab = Leishmania major promastigote growth inhibition; Leishmania major promastigotes, resazurin fluorescence viability; inhibition, % at 10 µM; 200,000 compounds, 9% hits; AID 1063;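 note: promastigotes grown with compound for 44 hours at 28 °C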
PMI activator = increases human mannose-6-phosphate isomerase activity; purified human PMI, coupled resazurin fluorescence, 20 min; active compounds read high; 1 = vehicle control, 0 substrate-free wells; 190,000 compounds, 0.005% hits; activation factor at 20 µM; P34949;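 active = activation factor of 2 or more at 20 µM, relative to plate controls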
S1P3 antag = antagonists of human S1P3 receptor | CHO S1P3 NFAT-BLA reporter, FRET fluorescence, antagonist mode | Q99500 | inhibition, % at 4.98 µM | 170,000 compounds, 0.27% hits;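 active = inhibition above the plate cutoff, the mean inhibition of test wells on that plate plus 3 SD, cut at about 28% in these data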;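 note: cells challenged with S1P at its EC80 of 0.8 µM; blue over green emission ratio from cleaved BLA substrate after 4 h stimulation; 0% = S1P-stimulated wells and 100% = unstimulated DMSO-only wells; some compounds past the cut are filed as inactive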
TLR4 MyD88 comp = blocks binding of human TLR4 to MyD88; HeLa CL3-4 TLR4/MyD88 BLA complementation, FRET ratio; 200,000 compounds, 0.18% hits; AID 861; O00206+Q99836; inhibition, % at 8.4 µM; in the data active = inhibition above about 25%;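 note: 0% = vehicle and 100% = reference inhibitor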
Target sequence (O00206 whole entry, looked up): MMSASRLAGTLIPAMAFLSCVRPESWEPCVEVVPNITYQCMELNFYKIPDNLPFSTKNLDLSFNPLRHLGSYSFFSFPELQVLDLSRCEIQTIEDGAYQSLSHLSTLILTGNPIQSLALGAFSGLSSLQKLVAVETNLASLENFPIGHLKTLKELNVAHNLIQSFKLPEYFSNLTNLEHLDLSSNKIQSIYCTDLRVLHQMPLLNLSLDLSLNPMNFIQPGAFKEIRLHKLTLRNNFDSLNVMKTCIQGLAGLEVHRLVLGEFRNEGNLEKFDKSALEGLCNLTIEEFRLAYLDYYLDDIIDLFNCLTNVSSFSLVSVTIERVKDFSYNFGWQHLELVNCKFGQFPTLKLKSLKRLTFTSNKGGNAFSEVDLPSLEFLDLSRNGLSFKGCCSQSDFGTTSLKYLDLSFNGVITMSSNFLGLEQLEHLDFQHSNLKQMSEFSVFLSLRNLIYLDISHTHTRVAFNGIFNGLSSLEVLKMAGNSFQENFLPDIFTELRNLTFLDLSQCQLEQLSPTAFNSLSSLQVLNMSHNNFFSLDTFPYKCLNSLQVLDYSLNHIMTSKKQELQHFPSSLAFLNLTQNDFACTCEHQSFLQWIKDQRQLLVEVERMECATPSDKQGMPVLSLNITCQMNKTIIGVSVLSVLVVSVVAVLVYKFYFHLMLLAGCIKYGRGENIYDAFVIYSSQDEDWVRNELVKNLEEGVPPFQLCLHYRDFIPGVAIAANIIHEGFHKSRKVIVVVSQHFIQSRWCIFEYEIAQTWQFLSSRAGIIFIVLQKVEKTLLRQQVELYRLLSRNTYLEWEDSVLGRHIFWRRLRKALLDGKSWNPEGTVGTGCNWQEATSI
Target sequence (Q99836 whole entry, looked up): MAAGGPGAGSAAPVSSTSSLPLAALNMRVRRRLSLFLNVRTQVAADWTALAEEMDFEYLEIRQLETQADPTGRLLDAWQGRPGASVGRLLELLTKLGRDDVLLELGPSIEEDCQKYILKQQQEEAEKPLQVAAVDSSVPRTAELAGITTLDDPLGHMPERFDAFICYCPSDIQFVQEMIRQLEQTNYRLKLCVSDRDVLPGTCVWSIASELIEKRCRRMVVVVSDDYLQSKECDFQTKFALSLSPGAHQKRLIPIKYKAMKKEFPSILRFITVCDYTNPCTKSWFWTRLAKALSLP
Diaph act CS = counter-screen for diaphorase-based assays: diaphorase activators and chemical reducers; Diaphorase/resazurin coupled assay, resorufin fluorescence, 16 min; active compounds read high; 1 = vehicle wells, 0 = NADH-free wells; activation factor at 20 µM; 190,000 compounds, 0.005% hits; AID 1229;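 active = diaphorase activity raised at least twofold by the compound at 20 µM; inactive = activation factor below 2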
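Test system: Clostridium kluyveri diaphorase, purified enzyme. Buffer or medium: 50 mM HEPES pH 7.4 buffer plus MgCl2 and Tween 20. Also added: 0.114 mM NADH and 0.1 mM resazurin, final amounts. Dosing: compound 20 µM once, DMSO 1%. Schedule: 16 min enzyme reaction, ambient temperature. Detection: fluorescence of resorufin, 544 nm excitation, 590 nm emission.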
RAM network inh = blocks the yeast RAM network | S. cerevisiae dse1pr::URA3 reporter, 5-FOA growth OD615, 2 d; analog-sensitive cbk1-as2 kinase mutant strain | inhibition, % at 50 µM | 190,000 compounds, 1.8% hits | AID 868;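 active = inhibition above a set limit, 3 SD over mean compound inhibition, cut at about 8.4% in these data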;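 note: 0% = DMSO-only wells with no growth and 100% = 10 µM 1-NA-PP1 full growth; inhibition rescues growth on 5-FOA so higher OD means more RAM inhibition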
Hsp70 act = switches on Hsp70 transcription; AID 1203; HeLa Hsp70 promoter luciferase reporter, luminescence; scaled: vehicle 0, proteasome-inhibitor control 100%; 200,000 compounds, 0.04% hits; activation, % at 10 µM;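 active = activation above the mean across all tested compounds plus 3 SD, cutoff set per campaign, cut at about 5.5% in these data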;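 note: 100% = MG132 at 30 µM as the positive control and 0% = DMSO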
PMI act hi M6P = increases human PMI activity with near-saturating mannose 6-phosphate; coupled PMI enzyme assay, resazurin fluorescence, 20 min; active compounds read high; 1 = untreated enzyme, 0 = substrate-free blank; 190,000 compounds, 0.34% hits; activation factor at 20 µM; P34949;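 active = activation factor of 2 or more at 20 µM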
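Material: human phosphomannose isomerase with PGI, G6PDH, diaphorase coupling enzymes. Quantity: 15 ng/mL PMI. Medium: HEPES pH 7.4 buffer with MgCl2 and Tween-20. Reagent: Near-saturating mannose-6-phosphate, 1.0 mM. Compound: 20 µM single dose. Times: enzyme reaction with compound 20 min at room temperature. Detection: resorufin fluorescence at Ex 544/Em 590 nm.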
G6PDH counter = inhibits Leuconostoc G6PDH, flagging false hits in G6PDH-based assays; Purified L. mesenteroides G6PDH, diaphorase/resazurin coupled fluorescence, 45 min; inhibition, % at 5 µM; 200,000 compounds, 0.12% hits
DTT redox prof = compounds producing H2O2 with reducing agent – biochemical, NIH compound library profiling, artefact control for MLSCN library redox annotation, primary screen; DTT-dependent redox cycling H2O2, phenol red/HRP absorbance; 100% = 100 µM peroxide control, 0% = buffer; activation, % at 10 µM; 200,000 compounds, 0.03% hits; AID 878;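 active = activation of at least 50% relative to the plate's high and low controls in the primary single-dose screen; inactive = activation below 50%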;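 note: compound incubated with DTT at 0.8 mM final as the reducing agent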
Diaphorase inh = inhibits diaphorase or chemically oxidizes, flagging diaphorase assay artifacts; AID 1217; 190,000 compounds, 0.69% hits; inhibition, % at 20 µM; diaphorase resazurin-to-resorufin fluorescence, NADH, 16 min; bacterial (C. kluyveri) enzyme, not human;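 active = primary screen inhibition at 20 µM above a set limit, cut at about 50% in these data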;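 note: plate controls were DMSO with full reaction for no effect and wells lacking NADH for full effect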
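Test system: diaphorase enzyme from Clostridium kluyveri; amount: diaphorase at 0.14 U/mL in enzyme working solution; detection: fluorescence of resorufin formed from resazurin, Ex 544/Em 590 nm; times: reaction incubation of 16 min at room temperature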
* marks the source's active call; other numbers are inactive results; . = not tested or not shown. Cut-off read from the data, not from the text of the source, unless noted: active = inhibition above about 50%; inactive = the rest.

SMILES	L major viab	PMI activator	S1P3 antag	TLR4 MyD88 comp	Diaph act CS	RAM network inh	Hsp70 act	PMI act hi M6P	G6PDH counter	DTT redox prof	Diaphorase inh
Cc1ccccc1NC(=O)Cn1c(=O)n(CC2CCCO2)c(=O)c2ccccc21 (stereo not drawn)	-8	1.1	-2	-4	1.1	3.1	-0.2	1.1	-2	-0.2	-6
Cc1ccc(CN(CC(=O)NC(C)(C)C)C(=O)CNC(=O)c2cccs2)cc1	-3	1	-13	7	1	1.7	0.0	1.1	6	-0.5	0
CC(=O)Nc1ccc(Sc2ccccc2C(=O)N2CCCC2)cn1	-4	1	-3	3	1	1.8	-0.3	1	7	-0.2	-4
CC(C)c1nnc(NC(=O)CN2C(=O)c3ccccc3C2=O)s1	-9	0.9	-15	-3	0.9	2.6	-0.1	0.9	-2	-0.4	7
CCN1C(=O)C(CC(=O)N2CCN(C(c3ccccc3)c3ccccc3)CC2)N(CC)C1=O (stereo not drawn)	-2	1	13	-12	0.9	0.8	-0.1	1	-4	0.1	12
CC(C)(C)NC(=O)COc1ccc(CNCc2ccccn2)cc1	-1	1.2	-6	-10	1.1	0.3	-0.1	1.1	2	0.0	-9
COc1ccc(N/N=C(\C#N)C(N)=O)cc1	1	1.1	-17	-1	1.1	2.2	-0.1	1	-16	-0.2	-8
CCN(Cc1ccccc1)C(c1cc2cc(C)cc(C)c2[nH]c1=O)c1nnnn1CCOC (stereo not drawn)	10	1.1	-18	3	0.7	2.0	-0.3	1	16	1.6	28
COc1cc(-c2nnc(COC(=O)C3c4ccccc4Oc4ccccc43)o2)cc(OC)c1OC	-1	0.9	23	11	0.7	1.9	-0.1	0.9	4	-0.5	27
O=C(N/N=C\c1c(O)ccc2ccccc12)c1ccc(Cn2cccn2)o1	98*	1.1	16	-3	1	6.2	0.0	1.1	-23	-0.4	3
Cc1ccc(C2=[N+]([O-])C(C)(C)N(O)C2(C)C)cc1	-7	0.9	-1	2	0.9	2.0	0.0	0.9	3	0.3	12
CCC(C)(C)NC(=O)C(OC(=O)c1ccco1)c1ccccc1OC (stereo not drawn)	-2	0.9	-30	6	0.9	0.0	0.8	1	-2	2.2	10
CCOC(=O)c1ccc(N2C(=O)CC(N3CCN(C(=O)c4ccccc4)CC3)C2=O)cc1 (stereo not drawn)	-2	1	5	2	1	0.9	-0.1	1	11	-0.3	-4
Cc1ccc(NC(=O)CCN2C(=O)CSC2=O)cc1	-7	1.1	.	12	1.1	-0.2	0.0	1.1	5	0.5	-10
COc1ccc(CCNC2=CC(=O)N(c3ccc(F)cc3)C2=O)cc1	-11	1.1	2	6	0.9	3.6	0.0	0.8	3	0.0	9
O=C(O)COc1cccc(NC(=O)c2ccccc2)c1	-6	1.1	-7	-8	0.9	-1.1	-0.1	1.1	0	0.3	6
Cc1ccccc1OCCn1cc(C(=O)O)c2ccccc21	-5	1	-21	-20	1	3.5	-0.2	1	0	-0.8	3
O=C(O)c1cccc(S(=O)(=O)Nc2ccc(O)c(Sc3nc4ccccc4s3)c2)c1	-5	1.2	-7	-6	0.9	4.7	1.4	1.2	1	0.6	13
O=C(CNC(=O)Cn1cnc2sc3c(c2c1=O)CCCC3)NCc1ccccn1	-4	1	-12	25	1.1	2.4	0.5	1	6	1.6	-6
O=C(Nn1cnnc1)c1csc2ccccc12	-4	1.1	8	0	1	2.9	-0.4	1.1	14	1.0	-5
CCOC(=O)C(Sc1ncnc2c1sc1nc(N3CCOCC3)c3c(c12)CCCC3)c1ccccc1 (stereo not drawn)	4	1	.	1	0.8	5.5	-0.3	1.3	2	0.9	16
CCC(C)C(NC(N)=O)C(=O)Nc1ccc(S(=O)(=O)Nc2ccc(OC)cc2)cc1 (stereo not drawn)	-11	1	9	-3	0.9	0.7	0.0	1	8	-0.8	12
CCCC(C)NS(=O)(=O)c1ccc(OC)c(C)c1 (stereo not drawn)	5	1	.	6	0.9	-0.2	-0.2	1	7	0.7	12
O=C(O)/C=C/c1cnc2ccccc2n1	0	1	2	-4	0.9	-0.7	-0.1	0.9	-3	0.7	13
CC(C)n1cc(CN2CCN(CCc3ccccc3)C(CCO)C2)cn1 (stereo not drawn)	28	1	2	5	0.9	1.5	-0.1	1.1	9	1.0	6
Cc1cc2c(cc1C)NC(CC(=O)NCc1ccccc1)C(=O)N2 (stereo not drawn)	4	1.2	-26	-7	0.8	1.0	0.7	1	-1	-0.8	20
Cc1ccccc1NC(=O)c1cc(S(=O)(=O)N2CCCCC2)cs1	19	0.9	.	-7	1	5.0	-0.2	1	1	0.3	2
O=C(NC1CCN(Cc2ccccc2)CC1)c1ccc(S(=O)(=O)NCc2ccco2)cc1	78*	1	-10	-9	0.9	-0.1	-0.3	1	3	-0.7	5
CCN(CC)c1ccc(C(=O)OCC(=O)Nc2sccc2C#N)cc1	-7	0.9	0	-3	0.9	4.7	-0.4	1	-19	0.5	11
COc1ccc2nc(NC(=O)Cc3ccc(OC)c(S(=O)(=O)N4CCOCC4)c3)sc2c1	12	0.9	6	-2	0.8	4.3	-0.2	0.9	-3	3.2	17
O=C(c1cc(NC(=O)C23CC4CC(CC(C4)C2)C3)cc(NC(=O)C23CC4CC(CC(C4)C2)C3)c1)N1CCCCC1	91*	0.9	.	8	0.8	2.4	-0.3	0.9	5	0.8	24
CCOC(=O)N1CCN(CC(O)COc2c(OC)cccc2OC)CC1 (stereo not drawn)	-3	1	-20	8	1	0.4	-0.3	1.1	2	2.4	0
COc1ccc(C)cc1S(=O)(=O)NC1CCCCC1C (stereo not drawn)	-3	0.9	-14	5	0.9	1.5	-0.5	1	-7	0.3	12
Cc1ccc(-n2cc(-c3ccccc3)c3c(NN4CCOCC4)ncnc32)cc1	81*	1.1	1	-13	0.9	0.9	-0.2	1	7	-0.5	9
CCOCCCNc1nc2ccccc2[nH]1	14	0.8	-33	3	0.9	-0.3	-0.3	0.9	-2	2.2	8
CC(C)(C)c1ccc(OCCCC(=O)Nc2ccc(S(N)(=O)=O)cc2)cc1	73*	1	0	-3	0.9	1.8	0.0	0.9	-2	-10.0	11
O=C(COC(=O)c1cncc(Br)c1)NCc1ccc2c(c1)OCO2	-8	1.1	-7	11	1	2.5	-0.3	1	12	-2.0	2
O=C(Nc1cc(=O)[nH]c2ncnn12)c1ccccc1Cl	-5	1	4	1	0.8	-0.3	-0.4	1	4	0.4	17
CCOc1cc(C2CC(=O)Nc3cc(C)c(C)cc32)ccc1O (stereo not drawn)	5	0.9	-14	-4	0.8	2.9	-0.3	0.9	7	1.1	22
O=C(NC(=S)NNC(=O)c1ccccc1[N+](=O)[O-])c1ccccc1	9	0.8	.	3	1.1	-0.2	0.1	1.5	2	1.6	-7
COc1cnc(-c2ccccc2)nc1Oc1cccc(C)c1C	-1	1	.	3	0.9	5.2	-0.3	1	9	-7.2	11
CCCc1nc2ccccc2c(C(=O)OCC(=O)NCc2ccc3c(c2)OCO3)c1CC	29	0.8	-1	2	0.7	0.4	-0.2	0.8	1	-0.3	31
Cc1nnc(C)n1/N=C/c1cc(Br)ccc1O	-9	0.9	-11	9	0.8	0.4	0.0	0.9	-2	-1.0	25
CCn1c(SC)nc2c(c1=O)SC(C)C2 (stereo not drawn)	-7	0.9	3	1	0.9	-0.3	-0.3	1	3	-0.5	10
Cc1ccc(S(=O)(=O)N=Nc2c(O)[nH]c3ccccc23)cc1C	2	1.9	.	-5	1	1.0	-0.5	2.2*	3	0.2	4
COc1cccc2cc(C(=O)N(C)C)c(=O)oc12	-6	1	-27	5	1	0.1	-0.2	1.1	3	2.4	0
CCN(CC)S(=O)(=O)c1ccc(C(=O)NCCSc2c[nH]c3ccccc23)cc1	47	0.9	-36	-8	0.8	8.7*	-0.4	0.9	16	0.2	20
CCOc1cc(CNc2ccc(N(C)C)cc2)cc(Br)c1OCC(=O)NC(C)(C)C	101*	0.7	.	1	0.6	2.1	0.7	0.7	-17	-0.1	41
C/C(Cl)=C\Cn1c(N2CCCCCC2)nc2c1c(=O)n(C)c(=O)n2C	8	0.9	5	-3	0.8	0.9	0.0	0.9	4	0.8	15
CCOc1ccc(CN2CCN(Cc3[nH]c4ccc(OC)cc4c3C)CC2CCO)cc1 (stereo not drawn)	57*	.	4	3	.	0.9	-0.3	.	10	0.7	.
CC1(C)CC(=O)C2=C(C1)Nc1[nH]c(=S)[nH]c(=O)c1C2c1ccccc1 (stereo not drawn)	-3	0.9	3	-8	0.7	-0.3	0.1	1.1	12	-1.2	28
CCOc1cc(-c2c(C)c(CC)nc(N)c2C#N)ccc1O	10	1	6	5	0.8	-0.2	-0.1	0.9	-2	0.5	19
CCCCn1c(SCC(=O)NCCc2ccc(OC)c(OC)c2)nc2c1c(=O)n(C)c(=O)n2C	3	1.2	8	3	0.8	0.3	0.3	1.2	5	-0.1	17
CN(CC(=O)Nc1sccc1C#N)Cc1ccccc1	-3	1	0	-2	1	1.8	-0.1	1	8	-0.1	3
CCOC(=O)c1nc(NCc2cccnc2)c2ccccc2n1	1	0.9	10	-7	0.9	0.9	-0.4	0.9	-15	-3.7	9
O=C(CSc1n[nH]c(=O)[nH]c1=O)c1ccccc1	-11	1	-5	0	1	-1.3	-0.2	1	0	0.8	4
COc1ccc(C(=O)Nc2ccc(OC)c(OC)c2)cc1	-7	0.9	-9	4	0.8	0.3	0.0	0.9	0	2.4	24

Some values from above:
C/C(Cl)=C\Cn1c(N2CCCCCC2)nc2c1c(=O)n(C)c(=O)n2C in Diaphorase inh reads 15
CCN(CC)S(=O)(=O)c1ccc(C(=O)NCCSc2c[nH]c3ccccc23)cc1 in G6PDH counter reads 16
